KB-3-1 cytotox = KB-3-1 parental cell cytotoxicity. KB-3-1 viability, CellTiter-Glo ATP luminescence, 72 h. Potency, µM (doses to about 46.1 µM), inactives show at the top dose activity change, negative = cytotoxic, actives largely listed as cytotoxic. actives 1.4% (n = 400,000). AID 1347075; also: potency is read from the fitted curve at half-maximal effect; % is scaled to controls: 0 for no effect and ±100 for the full control effect; nearly all actives have a fitted effect of over 60% in size
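KB-3-1 cells, DMEM (no phenol red) + 10% FBS; compound by pin transfer, 72 h, 37 °C. Readout: CellTiter-Glo luminescence after 10 min. Data normalized, curve-fitted.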
HEK293 tox = cytotoxicity counter-screen for GLP-1 receptor inverse agonists; HEK293 cAMP-luciferase reporter cells, luminescence, 24 h; Potency, µM (doses to about 38.3 µM), inactives show at the top dose activity change, negative = inhibition, usual class: inhibitors; actives 0.13% (n = 410,000);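 also: loss of luciferase light is scored as toxicity; potency is read from the fitted curve at half-maximal effect; % is scaled to controls: 0 for no effect and ±100 for the full control effect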
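A 23 nL compound transfer followed 12 hours of cell culture at 37 deg C; exposure then lasted 24 hr. Luciferase assay detection reagent was dispensed and plates read for luminescence after a 12 min room-temperature wait.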
HT1080 IDH1KD tx = toxicity to HT-1080 IDH1 knockdown cells (counter line); HT-1080 IDH1 knockdown viability, ATP luminescence, 48 h; Potency, µM (doses to about 46.1 µM), for the others: top-dose activity, negative = toxicity, actives largely listed as cytotoxic; actives 2% (n = 360,000); AID 686971;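 also: potency is read from the fitted curve at half-maximal effect; 0% = DMSO wells and -100% = cell-free medium wells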
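In this qHTS, HT-1080 cells depleted of IDH1 are exposed for 48 h at 37 °C to compound titrations. Toxicity is scored from CellTiter-Glo luminescence, with DMSO as full viability and medium alone as none.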
MCF10A rerep = induces DNA re-replication in MCF 10a normal breast cells | MCF 10A DNA re-replication, Hoechst nuclear intensity, 48 h | Potency, µM (doses to about 46.1 µM), for inactives: at the top dose activity, positive = re-replication, actives largely listed as activators | actives 2.9% (n = 350,000) | AID 624296; also: potency is read from the fitted curve at half-maximal effect; % of control where 0% means no effect; nearly all actives have a fitted effect of over 50% in size
DRD3 agonist = agonists of human D3 dopamine receptor; P35462; D3R DiscoveRx beta-arrestin cells, luminescence, 90 min; max activation, %; actives 0.58% (n = 410,000); AID 652048; in the data active = max activation above about 30%; also: 0% is about no effect; mostly tested at two doses, the higher about 12 µM
Target sequence (P35462 whole entry, looked up): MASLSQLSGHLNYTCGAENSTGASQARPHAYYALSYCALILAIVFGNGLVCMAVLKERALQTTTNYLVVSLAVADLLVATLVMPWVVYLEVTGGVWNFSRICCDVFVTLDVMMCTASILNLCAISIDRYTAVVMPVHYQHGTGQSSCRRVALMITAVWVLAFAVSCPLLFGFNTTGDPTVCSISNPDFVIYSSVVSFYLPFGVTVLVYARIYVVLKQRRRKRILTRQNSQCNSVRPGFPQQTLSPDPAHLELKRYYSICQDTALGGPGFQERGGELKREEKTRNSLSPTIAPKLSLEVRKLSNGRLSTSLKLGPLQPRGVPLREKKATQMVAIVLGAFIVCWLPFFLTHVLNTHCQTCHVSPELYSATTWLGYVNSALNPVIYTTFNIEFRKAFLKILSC
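Agonist mode: compounds and dopamine controls were applied to plated cells for 90 min at 37 degrees C after an overnight attachment at 1500 cells/well. Luminescent read-out followed 30 - 60 minutes at room temperature with DiscoveRx detection reagent.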
IL1B secr inh = inflammasome signaling inhibition, IL-1 beta readout. THP-1 LPS/ATP IL-1B secretion, AlphaLISA, 16 h; stronger effect = lower value. activity change, % at 57.5 µM. actives 4.7% (n = 360,000); in the data active = activity change below about -50%; inconclusive = mostly about -30% to -49%; also: % is scaled to controls: 0 for no effect and ±100 for the full control effect
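Secreted IL-1B measured by AlphaLISA bead assay after 16 h compound exposure of THP-1 cells; compounds (final up to 57.5 uM) added 1 h before LPS (250 ng/mL) and ATP (1.25 mM) stimulation; lower signal means less secretion.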
KB-V1 cytotox = KB-V1 MDR subline cytotoxicity; KB-V1 MDR cells viability, CellTiter-Glo, 72 h; Potency, µM (titrated, usually from 46.1 µM), for inactives: top-dose activity change, negative = cytotoxicity, most hits filed as cytotoxic; actives 3.4% (n = 400,000); AID 1347076; also: potency is read from the fitted curve at half-maximal effect; % is scaled to controls: 0 for no effect and ±100 for the full control effect; nearly all actives have a fitted effect of over 60% in size
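Cytotoxicity toward P-gp-expressing KB-V1 cells was determined as loss of CellTiter-Glo luminescence after 72 h at 37 degrees C. Compounds were tested in quantitative HTS format across a concentration range, with curves fitted to normalized data.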
HT1080-NT tox = kills 2HG-producing HT-1080-NT fibrosarcoma cells; HT-1080-NT fibrosarcoma viability, CellTiter-Glo ATP luminescence, 48 h; actives 1.6% (n = 360,000); AID 686970; Potency, µM (highest dose often 46.1 µM), for the others: top-dose activity, negative = less viability, most hits filed as cytotoxic;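 also: NT is the 2HG producing partner of a matched IDH1 knockdown line; potency is read from the fitted curve at half-maximal effect; 0% = DMSO-treated cells and -100% = media-only wells without cells; nearly all actives have a fitted effect of over 55% in size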
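Viability of the 2HG-overproducing fibrosarcoma line after 48 hours of compound exposure at 37 degrees C was determined by luminescence with CellTiter-Glo, and concentration-effect curves were then fitted and categorized.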
SW480 rereplic = DNA re-replication induction in SW480 cells | Potency, µM (top dose mostly 46.1 µM), without a hit: at the highest dose re-replication activation, actives largely listed as activators | actives 1.8% (n = 340,000) | SW480 DNA re-replication, Hoechst DNA content imaging, 48 h | AID 624297; also: potency is read from the fitted curve at half-maximal effect; % of control where 0% means no effect; nearly all actives have a fitted effect of over 55% in size
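Image-based read-out: total Hoechst fluorescence of nuclei (405 nm excitation, 500-530 nm emission), with hits raising the fraction of high-intensity nuclei. SW480 colon cells incubated 48 hr with compounds at 37 C.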
Starred values were filed as active, the others as inactive; ? = inconclusive; nt = no result given; [ ] = another dose, or the depositor's remark. Unless noted, calls follow the shape of the dose curve; as a rule, active = well fitted curve in the direction sought with a large enough effect; inconclusive = small, poorly fitted or top-dose-only effect, or another doubt; inactive = no such curve, though single readings can be large; an effect the other way counts as inactive or inconclusive.

SMILES	KB-V1 cytotox	DRD3 agonist	HT1080 IDH1KD tx	IL1B secr inh	SW480 rereplic	HEK293 tox	HT1080-NT tox	MCF10A rerep	KB-3-1 cytotox
O=C(CCCn1nnnc1CN1CCOCC1)N1CCC(c2ccccc2Cl)C1 (stereo not drawn)	-2.2%	0.3	-5.1%	0.8	0.4%	1.8%	-0.1%	6.2%	-0.2%
CCOC(=O)C1CCN(Cc2cccc(OC)c2)CC1	0.0%	-13.5	0.3%	1.6	2.0%	-12.5%	1.7%	-11.6%	-5.2%
O=C(N/C(=C/c1ccc2c(c1)OCO2)C(=O)N1CCOCC1)c1cccs1	0.0%	-2.2	-14.0%	-16.4	-6.7%	-7.1%	-1.4%	-0.4%	-5.2%
CC(=O)/C(N=Nc1c(C)n(C)n(-c2ccccc2)c1=O)=C(\C)O	-1.5%	2.9	13.3%	2.5	-10.2%	-19.9%	8.2%	0.4%	19.7%
COc1ccc(CCNC(=O)[C@H](C)NC(=O)N2CCn3c2nc2ccccc23)cc1OC	-15.6%	0.5	13.3%	-8.0	2.4%	-5.0%	-0.6%	-0.5%	19.1%
CC(C)(C)n1nc2c(c1NC(=O)c1ccccc1)CS(=O)(=O)C2	-0.5%	2.5	7.5%	12.4	18.9%	10.9%	9.5%	-1.0%	0.4%
CC(Sc1n[nH]c(N)n1)c1nc2scc(-c3cccs3)c2c(=O)[nH]1 (stereo not drawn)	0.0%	-1.7	-29.3%	7.0	-1.0%	-2.5%	-22.8%	3.6%	4.7%
COc1ccccc1CCNC(=O)Cc1c(C)c2ccc(O)cc2oc1=O	-0.5%	1.1	nt	nt	nt	293.5%[activator]	nt	nt	1.1%
CC(=O)Nc1cccc(-c2cc3c(c4c2ccn4C)C2CCC3O2)c1 (stereo not drawn)	-8.8%	-8.4	8.3%	-1.4	nt	-9.4%	4.2%	nt	0.0%
CCc1ccc(C2=C(C)C(N3CCC(C(=O)Nc4ccc(F)cc4)CC3)=NS2(=O)=O)cc1	-8.3%	5.3	nt	nt	nt	-9.7%	nt	nt	1.1%
O=C(CSc1nnc(NC(=O)c2ccc(F)cc2F)s1)NC1CC1	-2.0%	-9.6	-1.9%	2.5	-4.1%	-0.7%	12.0%	0.2%	4.0%
O=C(Nc1ccc(NC(=O)c2ccco2)c(Cl)c1)c1ccc2c(c1)OCCO2	-7.5%	4.6	-14.0%	15.7	-5.2%	-17.3%	-9.1%	?	8.4%
CCOc1ccc(N=C(NN)c2ccc3ccccc3n2)cc1	1.0%	-2.3	-9.8%	34.6	13.0%	0.0%	-12.5%	12.3%	-6.1%
COc1cccc(Nc2ncc(C#N)c(N)n2)c1	22.0%	4.3	?	-12.9	-2.9%	-4.2%	-12.8%	3.5%	-3.4%
O=C(c1ccc(CS(=O)(=O)c2ccc(Br)cc2)o1)N1CCN(c2ccccn2)CC1	-23.1%	-7.4	2.5%	-11.8	nt	?	0.0%	nt	-2.6%
CCCCn1c(N)c(N(CC(C)C)C(=O)C2CC(=O)N(c3ccc4c(c3)OCCO4)C2)c(=O)[nH]c1=O (stereo not drawn)	3.5%	-8.4	0.1%	1.9	-1.3%	1.1%	-6.1%	2.2%	5.9%
Clc1ccc(CSc2nnc(NC3=NCCCCC3)s2)cc1	?	-3.6	-11.0%	-4.1	0.3%	0.3%	-4.4%	11.0%	-1.4%
O=C(c1ccccc1)c1cc2ccccc2o1	0.0%	-11.0	-1.2%	30.0	-4.4%	-3.8%	-8.4%	-0.4%	-1.4%
CCN1C(=O)C(CC(=O)NC2CCCCC2)N(CC)C1=O (stereo not drawn)	4.3%	-0.4	1.7%	-0.8	-0.5%	5.6%	-0.1%	-2.1%	-0.9%
O=C(COC(=O)c1ccccn1)c1ccc(Br)cc1	2.2%	1.6	1.0%	5.0	-14.4%	?	1.8%	2.0%	10.4%
CN1CCN(c2ccc(CNC(=O)c3ccc(-c4ccnn4C)c4ccoc34)cc2)CC1	-0.9%	-9.8	-1.2%	16.1	nt	0.3%	-28.3%	nt	-2.7%
CC(C)c1nc2oc3c(N4CCNCC4)ncnc3c2c2c1CCC2	-11.4%	4.3	-2.6%	-12.8	-2.8%	-8.1%	-6.6%	-0.8%	16.0%
CC(C)CC1C(=O)N(Cc2cn(Cc3ccco3)nn2)CCS(=O)(=O)N1Cc1ccc(-c2ccc(Cl)cc2)cc1 (stereo not drawn)	?	5.1	?	-52.6*	nt	-13.2%	?	nt	?
CC(=O)N1C[C@H]2CON(C)[C@H]2C[C@H]1c1ccc(-c2cccnc2)cc1	29.9%	4.3	15.4%	-4.5	nt	0.8%	0.8%	nt	22.8%
Clc1ccc(-c2noc(CN3CCCC3)n2)cc1	?	4.1	9.6%	-19.7	-1.1%	0.8%	13.4%	1.8%	10.0%
CN1C(=O)C(O)(CC(=O)c2ccc3c(c2)OCO3)c2ccccc21 (stereo not drawn)	13.0%	1.4	-3.2%	3.2	-10.8%	7.5%	9.2%	-10.3%	0.0%
O=C(Nc1nnc(CCS(=O)(=O)c2ccc(Br)cc2)s1)c1ccc([N+](=O)[O-])cc1	19.5%	-0.4	4.9%	15.9	-3.1%	-11.6%	7.8%	0.2%	0.8%
CCOC(=O)N1CCN(S(=O)(=O)N2CCCC(C(=O)NCc3ccccc3OCC)C2)CC1 (stereo not drawn)	-16.9%	0.5	-2.6%	18.4	nt	-7.5%	-8.0%	nt	-5.3%
O=C(CCCCC(=O)Nc1ccc(F)cc1F)Nc1ccc(F)cc1F	10.4%	-2.5	20.1%	11.9	-8.3%	15.0%	12.8%	1.4%	6.2%
CCCCNC(=O)/C(C#N)=C/c1ccc2c(c1)OCCO2	-14.5%	-0.1	1.4%	-3.6	0.1%	15.8%	0.6%	-12.7%	3.5%
CN1C(=O)c2ccccc2N(C)C1c1cccc(O)c1 (stereo not drawn)	-9.7%	13.5	0.2%	40.2	-2.4%	27.2%	1.0%	6.8%	12.4%
O=C(NC1CCCCC1)c1c(O)nc2sccn2c1=O	?	6.0	-12.1%	18.9	-553.9%[inhibitor]	-20.7%	-28.0%	8.1%	?
Cc1nnc(Sc2nc3c(c(=O)[nH]c(=O)n3C)n2CCc2ccccc2)s1	-1.7%	-1.4	-2.4%	-5.7	-1.8%	-14.5%	3.0%	-1.5%	2.9%
Cc1ccc(S(=O)(=O)N(C)C)cc1NC(=S)N1CCCCC1CO (stereo not drawn)	0.0%	-5.8	4.5%	43.3	-1.4%	0.3%	0.7%	-25.9%	1.0%
CCC(C)N1C(=O)C2C(C(=O)Nc3cccc(OC)c3)C3C=CC2(O3)C1C(=O)NC1CCCCC1C (stereo not drawn)	14.7%	-2.4	-4.5%	-9.2	-0.8%	14.0%	-4.1%	-2.3%	-5.5%
Clc1ccc(CSc2ncnc3nc[nH]c23)cc1	-9.4%	-0.5	?	-3.3	-0.4%	7.5%	-12.5%	1.4%	-5.4%
COc1cc(/C=N/N=C(N)N)ccc1OCc1ccc(Cl)cc1	-7.2%	0.2	?	-94.1*	?	-28.4%	?	?	?
O=C(NCCCn1ccnc1)/C(=C\c1ccccc1F)NC(=O)c1ccccc1	13.6%	-4.3	11.4%	-8.8	-11.2%	-1.7%	11.6%	-1.4%	11.2%
CCN(CCNCC(O)COc1ccccc1C(C)C)c1cccc(C)c1 (stereo not drawn)	?	-7.4	18.4µM*	-103.9*	-3.1%	-6.0%	20.6µM*	?	-13.9%
CCN1C(=O)c2ccccc2S(=O)(=O)c2ccc(C(=O)NC(C)C)cc21	-12.2%	1.4	8.4%	2.9	-9.3%	5.7%	15.2%	-0.7%	4.0%
O=C(O)c1ccc(CSc2n[nH]c(-c3ccco3)n2)cc1	11.4%	2.9	-11.6%	4.8	-5.3%	5.2%	-2.4%	0.3%	-0.7%
Cc1ccc(NC(=O)C(C)N2C(=O)C3CC=C(Cl)CC3C2=O)cc1 (stereo not drawn)	10.2%	2.0	9.7%	8.0	-1.4%	1.9%	10.7%	1.8%	11.1%
Cc1cc(C)cc(C(=O)NC(CC(N)=O)c2ccc(NC3CCCCC3)c([N+](=O)[O-])c2)c1 (stereo not drawn)	?	-25.1	2.7%	9.0	-3.6%	-8.5%	-5.5%	-7.8%	-9.7%
Cc1cc(C(=O)CCl)c(C)n1-c1ccon1	?	-14.5	20.6µM*	-95.0*	11.6µM*	-26.0%	-28.0%	?	?
Cc1cc(OCCCn2ccnc2)ccc1[N+](=O)[O-]	-22.3%	-6.2	-5.4%	-78.6*	?	-6.9%	2.2%	9.1%	0.5%

Two compounds drawn at random from the list so far:
SMILES	KB-V1 cytotox	DRD3 agonist	HT1080 IDH1KD tx	IL1B secr inh	SW480 rereplic	HEK293 tox	HT1080-NT tox	MCF10A rerep	KB-3-1 cytotox
Cc1cc(OCCCn2ccnc2)ccc1[N+](=O)[O-]	-22.3%	-6.2	-5.4%	-78.6*	?	-6.9%	2.2%	9.1%	0.5%
Cc1cc(C)cc(C(=O)NC(CC(N)=O)c2ccc(NC3CCCCC3)c([N+](=O)[O-])c2)c1 (stereo not drawn)	?	-25.1	2.7%	9.0	-3.6%	-8.5%	-5.5%	-7.8%	-9.7%
